Pf Dd2 inh: qHTS Primary assay for Inhibitors of Plasmodium falciparum Dd2 growth in vitro; P. falciparum Dd2 growth, SYBR Green, 72 h; Potency, µM (doses to about 28.9 µM), for inactives: top-dose activity, negative = inhibition, most hits filed as inhibitors; hit rate 4.3% among 120,000; AID 1347417, 2020; active = well fitted inhibition curve with a large enough effect; inconclusive = small, poorly fitted or top-dose-only effect; inactive = no such curve, though single readings can be large or run the other way;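 note: plate controls were DMSO vehicle for no effect and reference drug for full effect; nearly all actives have a fitted effect of over 65% in size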
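Readout: SYBR Green fluorescence, 485 nm excitation, 535 nm emission, after ~16 h lysis at 37C. Before that, Dd2-infected red cells (2.5% hematocrit) grew 72 h with compound, 29 uM top final concentration.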
* marks the source's active call; other numbers are inactive results; i = inactive; ? = inconclusive; [ ] = another dose, or the depositor's remark. Potency is the fitted concentration of half-maximal effect. These rows are one share of the data; the hit share may differ from the screen's.

#	SMILES	Pf Dd2 inh
1	O=C(NCC(c1cccs1)S(=O)(=O)c1cccs1)c1ccc(Cl)cc1 (stereo unspecified)	17%
2	c1ccc(-c2cn3c(n2)CO[C@@H](CNCc2ccc4ccccc4n2)C3)cc1	?
3	Cc1ccc(-n2ncc3c(N4CCN(CCO)CC4)ncnc32)cc1Cl	i
4	Cc1nc(-c2c3n(c(=O)n(CC(=O)NCc4ccccc4)c2=O)CCCC3)no1	7%
5	CN(C)CCNC(=O)C1(CCO)CC12CCOCC2 (stereo unspecified)	28%
6	COCCc1noc([C@@H]2CC(F)(F)CN2C(=O)c2cccc(C)n2)n1	34%
7	O=C(NC1CCN(c2cc(-c3ccc(F)cc3)[nH]n2)CC1)c1c[nH]c2ccccc12	?
8	CCn1cc(C(=O)NC(C)c2ccccc2)c(=O)c2cc(S(=O)(=O)N3CCc4ccccc4C3)ccc21 (stereo unspecified)	?

Sorted by length of the SMILES (ascending): part of the list above
#	SMILES	Pf Dd2 inh
3	Cc1ccc(-n2ncc3c(N4CCN(CCO)CC4)ncnc32)cc1Cl	i
7	O=C(NC1CCN(c2cc(-c3ccc(F)cc3)[nH]n2)CC1)c1c[nH]c2ccccc12	?
8	CCn1cc(C(=O)NC(C)c2ccccc2)c(=O)c2cc(S(=O)(=O)N3CCc4ccccc4C3)ccc21 (stereo unspecified)	?

Continuation.
#	SMILES	Pf Dd2 inh
9	COCCN1C(=O)CC[C@@]2(C(=O)N3CCOCC3)CCCC[C@H]12	21%
10	Cc1oc(-c2cccc(Cl)c2)nc1CN1CCN(C(=O)N(C)C)CC1	?
11	NC1(C(=O)N2CCOC(CC(c3ccccc3)c3ccccc3)C2)CC1 (stereo unspecified)	10µM*
12	Cc1[nH]cnc1CN1CCNc2cc(-c3ccccc3)ncc2C1	i
13	O=C1CC(c2ccccc2)N(C(=O)CNC(=O)c2ccccn2)CCCCCCN1 (stereo unspecified)	-6%
14	CCN(c1ccccc1)S(=O)(=O)c1nnc(NC(=O)C2CCCCC2)s1	14%
15	COc1ccccc1CC(=O)Nc1ccc2nc(Nc3cccc(C(F)(F)F)c3)cc(C)c2c1	?
16	O=C1NC(C(=O)NCC2CC2)Cn2cccc21 (stereo unspecified)	65%[activator]
17	CN(Cc1ccccc1-n1cccn1)C(=O)C1CC(=O)N(C2CCCC2)C1 (stereo unspecified)	0%
18	CC(=O)N1CCc2c(sc3c2c(=O)n(Cc2ccccc2)c(=O)n3Cc2ccc(Cl)cc2)C1	-22%
19	COCCNc1ccc2cc(S(=O)(=O)N3CCCCC3)ccc2n1	5%
20	COc1ccccc1CN1CCC(n2nccc2NC(=O)CCc2ccccc2)CC1	i
21	CCOc1cc(=O)n2c(c1C(=O)Nc1ccc3c(c1)OCO3)CCCC2	?
22	Cc1ccccc1C(=O)Nc1ccnn1C1CCN(C(=O)C2CC2(F)F)CC1 (stereo unspecified)	-5%
23	CCN1CCC2(CCC1=O)CN(Cc1ccc(C)c3ccccc13)CCN2C (stereo unspecified)	?
24	CCCSc1ncc(Cl)c(C(=O)NCc2ccc(C)cc2)n1	49%[activator]
25	CCC1Oc2ccc(NC(=O)c3cccc(F)c3)cc2CN(Cc2ccccc2F)C1=O (stereo unspecified)	-6%
26	COc1cccc(CNC(=O)Cn2c(=O)n3nc(-c4cccc(F)c4)nc3c3ccccc32)c1	44%[activator]
27	O=C(Nc1ccc(Br)cc1)c1ccc(F)c(S(=O)(=O)N2CCCc3ccccc32)c1	?
28	COc1ccc2c(c1)C1(CCN(C(=O)C(C)(C)C)C1)C(=O)N2C (stereo unspecified)	?
29	CCn1c(CN2CCCCC2)nc2cc(NC(=O)c3cccc([N+](=O)[O-])c3)ccc21	3.5µM*
30	Cc1ccc(OCC(=O)Nc2ccc3nc(SCCOc4ccccc4)sc3c2)cc1	10%
31	Cc1ccn2c(Nc3ccc(C(C)C)cc3)c(-c3cccs3)nc2c1	11µM*
32	COc1ccccc1N1CCN(c2ncc3c(n2)CCN(Cc2ccc(C)s2)C3)CC1	-8%
33	CC[C@H]1CN(S(=O)(=O)c2c(C)noc2C)CC[C@H]1CC(=O)N1CCOCC1	-1%[44.1 µM]
34	COc1ccccc1CNC(=O)CCCn1c(=O)c2ccccc2n(CC(=O)Nc2ccc(C)cc2Cl)c1=O	i
35	Cc1ccc(CNC(=O)C2CCCN(S(=O)(=O)c3ccc4c(c3)oc(=O)n4C)C2)cc1 (stereo unspecified)	-6%
36	CCc1ccc(CNC(=O)CN2C(=O)NC3(CCC(C)CC3)C2=O)cc1 (stereo unspecified)	6%
37	O=C(O)c1ccc2c(c1)ncn2-c1ccc(F)c(F)c1	11%
38	COc1ccc(CCNC(=O)c2c(O)nc3c(C)cccn3c2=O)cc1	25%
39	CCc1ccc(NC(=O)C2CCCN(c3nnc(C)c4c(C)n(-c5ccccc5)nc34)C2)cc1 (stereo unspecified)	16%
40	O=C(CCC1CCCN(Cc2ccc(-c3ccccc3)cc2)C1)N1CCOCC1 (stereo unspecified)	i
41	CCCCN(CC)CCCNC(=O)c1cc2c(=O)[nH]c3ccccc3c2n1C	8.9µM*
42	COc1ccc(N2CCN(c3ncncc3-c3nc(-c4ccccc4)no3)CC2)cc1	-20%
43	CNC(=O)[C@@H]1C[C@@H](O)CN1C1CCN(C(=O)C2CCCCC2)CC1	1%
44	CC(=O)NCC(=O)N1Cc2ccccc2CC2(CCCN2Cc2ccccc2)C1 (stereo unspecified)	-17%
45	Cc1nn(C)cc1CN1CC[C@](O)(c2ccccc2)[C@H](N(C)C)C1	-14%[5.79 µM]
46	Cn1ncc2c(N3CCN(S(N)(=O)=O)CC3)nc(C3CCCC3)nc21	?
47	CCc1cccc(C)c1NC(=O)C1CCN(c2nnc(C)c3c(C)n(-c4ccccc4)nc23)CC1	i
48	O=C1c2cc(N3CCOCC3)nc(-c3cccc(CO)c3)c2CN1c1ccccc1	-28%[44.1 µM]
49	O=C(c1cc(F)cc(F)c1)N1CCC(Cc2nc(-c3ccc(F)cc3)no2)CC1	-2%
50	CC(=O)N1CC2(Cc3ccccc31)CN(C(=O)c1ccccc1)C2	21%[44.1 µM]
51	C[C@@H](NC(=O)[C@@]1(O)C[C@@H](O)[C@H](O)[C@@H](NC(=O)Nc2ccc(OC(F)(F)F)cc2)C1)C(N)=O	8%
52	O=C1N(C2CCN(S(=O)(=O)c3cnc[nH]3)CC2)C(c2ccncc2)C12CCCCC2 (stereo unspecified)	-4%
53	CN1CCC(OC2CCN(C(=O)C(C)(C)C)CC2)CC1	4%
54	Cc1cccc(-c2c3c(=O)n(C)c(=O)n(C)c3c3c(C)nc4ccccc4n23)c1	25%
55	COc1ccc(CN2CCCC3(C2)CN(C)C(=O)O3)cc1C(=O)O (stereo unspecified)	-13%
56	COc1ccc(C(=O)Nc2cc(NC(=O)c3ccco3)ccc2OC)cc1Cl	24%
57	O=C(O)c1[nH]ncc1CN1CCC(N2CCC(C(=O)NCC3CCCO3)CC2)CC1 (stereo unspecified)	7%
58	COc1ccc(-c2nn3c(=O)cc(CN4CCN(C(=O)/C=C/c5ccccc5)CC4)nc3s2)cc1	-20%
59	C=CCn1cc2c3c(cccc31)[C@H](CC(C)C)N[C@H](C(=O)NCC1CC1)C2	-1%[44.1 µM]
60	O=C(O)COCC(=O)N[C@H]1CCN2C(=O)c3cc(-c4ccccc4)ccc3NC(=O)[C@H]12	-19%[44.1 µM]
61	CN(C)C(=O)C1CCN(C(=O)N2CC3CC(C2)[C@H]2CCCC(=O)N2C3)CC1 (stereo partly specified)	-5%
62	CNC(=O)[C@H]1C[C@H](Oc2cccnc2)CN1C(=O)NC(C)C	32%[activator]
63	C#CCN(C)C[C@H]1CN2CC[C@H]1C[C@@H]2CNS(=O)(=O)c1ccc(Cl)cc1	i
64	Cc1cccc(C(=O)Nc2cccc(C(=O)OCc3cc(=O)n4nc(C5CC5)sc4n3)c2)c1	?

Further entries
#	SMILES	Pf Dd2 inh
65	Cc1ccc(S(=O)(=O)N2CC(C(=O)NCc3ccncc3)C3(CCOCC3)C2)c(C)c1 (stereo unspecified)	?
66	O=C(COCC1CCCO1)N1CCc2onc(-c3ccc4c(c3)OCO4)c2C1 (stereo unspecified)	-10%
67	O=C1CCN(S(=O)(=O)c2ccccc2)CCCN(Cc2cccc(F)c2)CCN1	?
68	O=C(NC1CCCN(c2cc(-c3ccccc3)[nH]n2)C1)c1ccc2cc[nH]c2c1 (stereo unspecified)	-4%
69	Cc1ccc(CN2C[C@@H]3C(=O)N(CCCN4CCCC4=O)C(=O)[C@@H]3C2)cc1	-11%
70	COC[C@@H]1CN(C(=O)CCc2ccc(OC)cc2)C[C@H]1c1ccncc1	?
71	O=C(O)CC1CCCCN(Cc2ccccc2)C1=O (stereo unspecified)	-16%
72	Cc1nc2c(C)cccc2cc1C(=O)N1CCC2(CCNCC2)CC1	-17%

The list goes on (six carried over from the part before).
#	SMILES	Pf Dd2 inh
67	O=C1CCN(S(=O)(=O)c2ccccc2)CCCN(Cc2cccc(F)c2)CCN1	?
68	O=C(NC1CCCN(c2cc(-c3ccccc3)[nH]n2)C1)c1ccc2cc[nH]c2c1 (stereo unspecified)	-4%
69	Cc1ccc(CN2C[C@@H]3C(=O)N(CCCN4CCCC4=O)C(=O)[C@@H]3C2)cc1	-11%
70	COC[C@@H]1CN(C(=O)CCc2ccc(OC)cc2)C[C@H]1c1ccncc1	?
71	O=C(O)CC1CCCCN(Cc2ccccc2)C1=O (stereo unspecified)	-16%
72	Cc1nc2c(C)cccc2cc1C(=O)N1CCC2(CCNCC2)CC1	-17%
73	CCn1nc(C)c(CCN(C)C(=O)Nc2ccc(C)c(Cl)c2)c1C	11%
74	Cc1ccc(C)c(C(=O)N2CCC(c3n[nH]c(=O)n3-c3ccccc3)CC2)c1	-15%
75	CCOC(=O)C1CCCN(CCC(=O)Nc2ccc(OC)cc2OC)C1 (stereo unspecified)	-13%
76	COc1ccc(-c2cc(-c3ccccc3)nc(SCC(=O)Nc3ccccc3C)c2C#N)cc1	24%
77	CCc1ccc(NCc2cc3ccc(OC)cc3n(CC(=O)Nc3ccccc3C)c2=O)cc1	?
78	COc1ccc(NC(=O)OC[C@H]2C[C@@H]3CCN2C[C@@H]3c2cc(-c3ccccc3OC)nn2C)cc1	-26%
79	CCOC(=O)C1CCCN(Cc2cn3c(-c4cccc(Br)c4)nnc3s2)C1 (stereo unspecified)	-17%
80	CCOC(=O)c1cc2c(=O)n3ccccc3nc2n(CC(C)C)c1=NC(=O)c1cc2ccccc2o1	3%
81	CNC(=O)N1CCC(C2CCN(C(=O)NC(C)C)C2)CC1 (stereo unspecified)	6%
82	CN1C(=O)[C@@H]2C[C@@H](CN2C(=O)COc2ccccc2)Oc2ccccc21	-2%[44.1 µM]
83	CC1=C(C(N)=O)C(c2cccc(F)c2)n2nc(SCc3ccccc3)nc2N1 (stereo unspecified)	36%[activator]
84	CCCCN1C(=O)[C@@H]2C[C@@H](O)CN2C2(CN(Cc3cccc(OC(F)(F)F)c3)C2)C1=O	?
85	O=C(c1ccccc1F)N1CCC(N2CCOC2=O)CC1	18%
86	CC1(CNc2ccccc2)COc2ccc(C(=O)N3CC(O)C3)cc2N1 (stereo unspecified)	i
87	CCc1ccccc1NS(=O)(=O)c1ccc2c(c1)CCCN2C(=O)C1CCC1	-27%
88	Cc1ccc2c(n1)N(C)[C@H](CO)CCN(Cc1ccc(C(F)(F)F)cc1)C2	?
89	O=C(N[C@@H](Cn1cc(Br)c(=O)[nH]c1=O)C(=O)O)C1CCC1	16%[44.1 µM]
90	Cc1ccc(CN2CCCC23Cc2ccccc2CNC3=O)cc1 (stereo unspecified)	10µM*
91	COc1ccc(Cn2ccnc2SCC(=O)Nc2ccc3c(c2)OCO3)cc1	i
92	CN(C)C[C@@H]1CN(Cc2ccncc2)C[C@H]1N	8%
93	CC(C)NC(=O)N1CCC2(CC1)CN(C(=O)CCCN)Cc1ccccc1O2	-6%
94	COc1ccc(C(=O)N2C[C@@H]3C[C@H](C2)c2c(-c4ccc(Cl)cc4)ccc(=O)n2C3)cc1	-1%[44.1 µM]
95	CC(C)[C@@H](N)C(=O)N[C@@H]1C=C(C(=O)N[C@@H](CCS(C)(=O)=O)C(N)=O)C[C@@H](O)[C@@H]1O	-1%[44.1 µM]
96	O=C(c1ccccc1)c1ccc2nc(N3CCN(c4ccc(F)cc4)CC3)c3nncn3c2c1	11µM*
97	O=C(NCc1ccc(F)cc1)C(=O)Nc1ccc2nc3n(c(=O)c2c1)CCCCC3	-26%
98	CSc1cccc(NC(=O)Cn2nc3c(cc2=O)CCCCC3)c1	i
99	COc1ccc(-c2nnc3n2CCN([S+](C)(=O)[O-])C3)cc1	-2%[44.1 µM]
100	CC(C)(C)C1CCC2(CC1)NC(=O)N(CC(=O)NC1CCc3ccccc31)C2=O (stereo unspecified)	-22%
101	O=C(NC1CC1)[C@@H]1C[C@H](Oc2ccccc2)CN1C(=O)CC1CCCC1	3%
102	COc1ccc(CN[C@@H]2CCC[C@@H](C(=O)N3CCN(C)CC3)CC(=O)N(C)C2)cc1	16%[44.1 µM]
103	CSCc1nc(-c2ccncc2)nn1Cc1ccc2c(c1)OCO2	-29%
104	COC(=O)[C@H](NC(=O)[C@@H]1[C@@H](NC(=O)Nc2ccc(F)cc2F)CCN1C(=O)c1cccn1C)C(C)C	?
105	CC(=O)NC1(C)CN(Cc2ccc(-c3cccc(C(F)(F)F)c3)nc2)C1	-18%[44.1 µM]
106	CCOC(=O)C1CCN(C(=O)c2ccc3c(=O)n4nc(Nc5ccccc5)sc4nc3c2)CC1	-18%
107	COc1cccc(NC(=O)Cn2c(=O)n(CCc3cccc(C)c3)c(=O)c3ccccc32)c1	i
108	Cc1ccc(CNc2oc(-c3ccc(COc4ccc(C)cc4)o3)nc2C#N)cc1	?

High-throughput results (PubChem BioAssay)
